EBNA-1 inhibitor: EBNA-1 DNA-binding inhibitors, primary screen, biochemical, fluorescence polarization; inhibition, % at 14.8 µM; 300,000 compounds, 0.34% hits; AID 1950, 2009; in the data active means inhibition above about 28%
Efflux pump mplx: inhibitors of Candida efflux pumps in yeast, primary screen, S. cerevisiae, Nile Red, multiplex; AID 485275, 2010; 330,000 compounds, 0.44% hits; S. cerevisiae Candida pump triplex; inhibition, % at 10 µM;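 active means plate passing quality check with inhibition over a set limit, or well fluorescence over plate mean plus 4 SD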;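 further: Nile Red retained in pooled yeast measured as flow cytometry median fluorescence; 0% = buffer negative control and 100% = Enniatin B positive control; higher means more Nile Red kept so more efflux inhibition; some compounds called inactive have numbers as strong as hits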
CTSL1 counter: Fasciola hepatica cathepsin L1 inhibitors, primary screen, counter-screen for PFM18AAP inhibitor project, biochemical, QFRET, fluorogenic peptide substrate; recombinant F. hepatica cathepsin L1, Z-Leu-Arg-MCA fluorescence; inhibition, % at 5.96 µM; 300,000 compounds, 0.49% hits; AID 1906, 2009;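 active means inhibition above the mean of all tested compounds plus 3 SD, set per screening campaign, cut at about 17% in these data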;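 further: 0% = plate median of test compound wells and 100% = 1 µM Z-Phe-Ala-diazomethylketone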
core dimer inh: inhibitors of HCV core protein dimerization, primary screen, biochemical, TR-FRET, high-throughput; TR-FRET GST/Flag-core106 dimerization, 1536-well; inhibition, % at 5 µM; 300,000 compounds, 0.33% hits;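 active means inhibition above the mean of all tested compounds plus 3 SD, set per screening campaign, cut at about 45% in these data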
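Assay system – GST-tagged and Flag-tagged HCV core protein residues 1-106 · Quantity – core106 proteins, GST 13.5 nM and Flag 17 nM · Benchmarks – unlabelled core106 and no-GST-core106 wells · Read-out basis – percent inhibition of core106 dimerization signal · Detection – time-resolved FRET, ex 340 nm, em 617 and 671 nm · Schedule – 4 h at 22.5 °C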
PREPL inh: PREPL enzyme inhibitors, primary screen, biochemical, fluorescence polarization | recombinant PREPL, fluorescence polarization activity-based probe | inhibition, % at 5.96 µM | 320,000 compounds, 0.68% hits | Prolyl endopeptidase-like (Homo sapiens), Q4J6C6 | AID 2751, 2010; in the data active means inhibition above about 43%;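 further: 0% = enzyme with DMSO and 100% = wells lacking enzyme; many of its hits are not listed in these tables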
Target sequence (Q4J6C6 whole entry, looked up): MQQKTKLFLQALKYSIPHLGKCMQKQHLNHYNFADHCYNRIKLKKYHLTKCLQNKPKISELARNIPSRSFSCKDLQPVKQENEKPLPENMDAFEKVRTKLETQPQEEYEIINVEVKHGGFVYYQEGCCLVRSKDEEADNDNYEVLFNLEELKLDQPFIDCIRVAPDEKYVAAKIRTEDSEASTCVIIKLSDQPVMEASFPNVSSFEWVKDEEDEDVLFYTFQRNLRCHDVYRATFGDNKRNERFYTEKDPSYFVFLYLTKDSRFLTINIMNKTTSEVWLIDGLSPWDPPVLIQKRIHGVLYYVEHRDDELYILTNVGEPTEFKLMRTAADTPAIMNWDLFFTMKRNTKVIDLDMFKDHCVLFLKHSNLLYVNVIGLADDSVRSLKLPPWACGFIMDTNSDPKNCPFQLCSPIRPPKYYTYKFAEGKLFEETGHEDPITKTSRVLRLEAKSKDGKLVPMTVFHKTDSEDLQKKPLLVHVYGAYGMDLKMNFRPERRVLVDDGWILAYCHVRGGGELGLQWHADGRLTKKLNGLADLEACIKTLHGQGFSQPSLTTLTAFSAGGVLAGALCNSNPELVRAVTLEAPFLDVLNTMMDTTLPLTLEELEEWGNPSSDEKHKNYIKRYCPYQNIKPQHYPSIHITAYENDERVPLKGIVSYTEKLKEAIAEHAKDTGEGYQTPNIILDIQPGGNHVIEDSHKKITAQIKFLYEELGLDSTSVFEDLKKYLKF
PP1 counter: PP1-alpha phosphatase inhibitors, primary screen, counter-screen for PP5 inhibitor project, biochemical, fluorescence, OMFP substrate, single point; Serine/threonine-protein phosphatase PP1-alpha catalytic subunit (Homo sapiens), P62136; purified PP1alpha; inhibition, % at 6.7 µM; 320,000 compounds, 0.9% hits;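 active means inhibition above the mean inhibition of all tested compounds plus 3 SD, computed separately for each screening campaign, cut at about 15% in these data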
ZTA DNA inh: blocks Epstein-Barr virus ZTA, an EBNA-1 counter-screen. 320,000 compounds, 0.15% hits. P03206. inhibition, % at 11 µM. ZTA-DNA binding, fluorescence polarization; in the data active means inhibition above about 33%
Target sequence (P03206 whole entry, looked up): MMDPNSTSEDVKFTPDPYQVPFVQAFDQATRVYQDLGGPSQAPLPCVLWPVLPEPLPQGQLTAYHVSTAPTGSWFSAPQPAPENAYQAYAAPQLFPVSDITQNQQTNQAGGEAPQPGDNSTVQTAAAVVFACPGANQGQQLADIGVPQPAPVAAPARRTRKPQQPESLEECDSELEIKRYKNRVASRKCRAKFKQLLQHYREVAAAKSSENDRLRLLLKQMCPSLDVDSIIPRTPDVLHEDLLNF
TPT1 inhibitor: Candida albicans TPT1 enzyme inhibitors, primary screen, biochemical, fluorescence polarization | tRNA 2'-phosphotransferase TPT1 (Candida albicans SC5314) | recombinant caTPT1, FP RNA substrate dephosphorylation | inhibition, % at 5 µM | 300,000 compounds, 0.81% hits | AID 1962, 2009;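 active means inhibition above the mean of all tested compounds plus 3 SD, set per screening campaign, cut at about 24% in these data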;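 further: plate controls were DMSO alone for no effect and ferristatin control at 100 nM for full effect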
PP5 inh: PP5 phosphatase inhibitors, primary screen, biochemical, fluorescence | Serine/threonine-protein phosphatase 5 (Homo sapiens), P53041 | purified PP5c, OMFP substrate fluorescence | inhibition, % at 6.7 µM | 320,000 compounds, 0.18% hits;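 active means inhibition above the campaign's mean inhibition across all tested compounds plus 3 SD, cut at about 9.5% in these data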;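 further: 0% = DMSO only and 100% = 100 µM cantharidin control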
* = called active by the depositor. The list is partial (hit frequency here may not be typical).

For O=C(Nc1ccnn1C1CCN(C(=O)c2ccc(Cl)cc2)CC1)C1CC1 the results were EBNA-1 inhibitor 15, Efflux pump mplx -0.7, CTSL1 counter -1, core dimer inh 4, PREPL inh 4, PP1 counter -3, ZTA DNA inh -3, TPT1 inhibitor 0 and PP5 inh -1.4.
Screening CCOc1ccc(-c2nnn(CC(=O)NCc3ccccc3)n2)cc1 returned EBNA-1 inhibitor 16, Efflux pump mplx -0.1, CTSL1 counter -1, core dimer inh 4, PREPL inh -6, PP1 counter 9, ZTA DNA inh 7, TPT1 inhibitor 1 and PP5 inh 1.0.
For COc1ccc(NS(=O)(=O)c2ccc3c(c2)n(C)c(=O)n3C)cc1 the results were EBNA-1 inhibitor -1, Efflux pump mplx -0.1, CTSL1 counter 1, core dimer inh 2, PREPL inh 22, PP1 counter 1, ZTA DNA inh -23, TPT1 inhibitor -1 and PP5 inh 3.5.
For Cc1ccnc(NC(=S)NC(=O)/C=C/c2ccccc2)c1 the results were EBNA-1 inhibitor 1, Efflux pump mplx 0.1, CTSL1 counter 4, core dimer inh -12, PREPL inh 3, PP1 counter 3, ZTA DNA inh 8, TPT1 inhibitor -3 and PP5 inh -1.2.
Screening CCOC(=O)c1[nH]c(CN2CCN(c3ccc(OC)cc3)CC2)c(C(=O)OCC)c1C returned EBNA-1 inhibitor 8, Efflux pump mplx 0.1, CTSL1 counter 2, core dimer inh -3, PREPL inh 13, PP1 counter 0, ZTA DNA inh -11, TPT1 inhibitor 0 and PP5 inh -0.3.
`Cc1nn(C)cc1CN1CCCC(C(=O)c2ccc(-c3ccccc3)cc2)C1` (stereo not given) gave EBNA-1 inhibitor 2, Efflux pump mplx -0.1, CTSL1 counter 4, core dimer inh 7, PREPL inh -19, PP1 counter -3, ZTA DNA inh -8, TPT1 inhibitor 0 and PP5 inh -1.4.
CC(=O)N(Cc1cc2cc(C)ccc2[nH]c1=O)c1cccc(C)c1C was read as EBNA-1 inhibitor 3, Efflux pump mplx 0.2, CTSL1 counter 2, core dimer inh -13, PREPL inh -14, PP1 counter 9, ZTA DNA inh 3, TPT1 inhibitor -1 and PP5 inh 4.3.
For CO/N=C/NC(=O)NOCc1ccc(Cl)cc1Cl the results were EBNA-1 inhibitor -2, Efflux pump mplx -0.1, CTSL1 counter 2, core dimer inh -2, PREPL inh 0, PP1 counter -2, ZTA DNA inh 0, TPT1 inhibitor -1 and PP5 inh 0.6.
`O=C(NCC1(N2CCOCC2)CCCCC1)c1ccc(S(=O)(=O)Nc2ccccc2F)cc1` gave EBNA-1 inhibitor -6, Efflux pump mplx 0.3, CTSL1 counter 2, core dimer inh 3, PREPL inh 21, PP1 counter -4, ZTA DNA inh 6, TPT1 inhibitor 2 and PP5 inh -1.0.
`Cc1sc2ncnc(NCCc3ccc(S(N)(=O)=O)cc3)c2c1C` gave EBNA-1 inhibitor -3, Efflux pump mplx 0.1, CTSL1 counter 4, core dimer inh -6, PREPL inh 13, PP1 counter 4, ZTA DNA inh 2, TPT1 inhibitor 2 and PP5 inh 0.6.
Screening O=C(NCc1ccco1)c1ccc2c(c1)C(=O)c1ccccc1-2 returned EBNA-1 inhibitor 5, Efflux pump mplx -0.1, CTSL1 counter 5, core dimer inh 4, PREPL inh 7, PP1 counter -4, ZTA DNA inh 3, TPT1 inhibitor 3 and PP5 inh 0.2.
Cc1ccc(N=C2N=C(N)c3ccccc32)c(C)c1 was read as EBNA-1 inhibitor 0, Efflux pump mplx 0.0, CTSL1 counter 1, core dimer inh -1, PREPL inh 1, PP1 counter -1, ZTA DNA inh 1, TPT1 inhibitor -1 and PP5 inh -1.0.
O=C1CC(/C=C/c2ccncc2)=Nc2ccccc2N1 was read as EBNA-1 inhibitor 8, Efflux pump mplx -0.1, CTSL1 counter 3, core dimer inh -10, PREPL inh 6, PP1 counter -3, ZTA DNA inh -16, TPT1 inhibitor 0 and PP5 inh 0.9.
CCSc1nc(CC)c2c(c1C#N)CCCC2 was read as EBNA-1 inhibitor 19, Efflux pump mplx -0.2, CTSL1 counter 1, core dimer inh -5, PREPL inh 19, PP1 counter 1, ZTA DNA inh -1, TPT1 inhibitor -3 and PP5 inh 1.1.
`Cn1c(SCC(=O)NNC(=O)c2ccccc2Br)nnc1C(F)(F)F` gave Efflux pump mplx 0.0, PREPL inh 4, PP1 counter -7, ZTA DNA inh 1 and PP5 inh -1.7.
Screening CC(C)(C)C(=O)COC(=O)c1ccccc1O returned EBNA-1 inhibitor 0, Efflux pump mplx 0.0, CTSL1 counter -3, core dimer inh -4, PREPL inh -11, PP1 counter 4, ZTA DNA inh -28, TPT1 inhibitor -6 and PP5 inh 3.0.
Screening O=C(c1cccnc1)N1CCN(Cc2ccc3ccccc3c2)CC1 returned EBNA-1 inhibitor 6, Efflux pump mplx 0.0, CTSL1 counter 3, core dimer inh 16, PREPL inh 45*, PP1 counter -2, ZTA DNA inh -11, TPT1 inhibitor -2 and PP5 inh 0.1.
For O=C1CS/C(=N/N=C/c2ccc(OS(=O)(=O)c3ccccc3)cc2)N1 the results were EBNA-1 inhibitor 4, Efflux pump mplx 0.0, CTSL1 counter -2, core dimer inh 5, PREPL inh -2, PP1 counter -1, ZTA DNA inh 13, TPT1 inhibitor 0 and PP5 inh 0.2.
O=C(N=C1SC2CS(=O)(=O)CC2N1Cc1ccccc1)C1CCCCC1 (stereo not given) was read as EBNA-1 inhibitor 3, Efflux pump mplx 0.1, CTSL1 counter 0, core dimer inh 4, PREPL inh -8, PP1 counter 1, ZTA DNA inh 1, TPT1 inhibitor 1 and PP5 inh 0.5.
For COc1ccc(-c2cccc(NS(=O)(=O)c3ccccc3[N+](=O)[O-])c2)nn1 the results were EBNA-1 inhibitor -2, Efflux pump mplx 0.0, CTSL1 counter -4, core dimer inh 6, PREPL inh 2, PP1 counter -3, ZTA DNA inh -3, TPT1 inhibitor -2 and PP5 inh -2.1.

Overlap with the part before: 2 compounds, followed by the next part.
O=C(N=C1SC2CS(=O)(=O)CC2N1Cc1ccccc1)C1CCCCC1 (stereo not given) was read as EBNA-1 inhibitor 3, Efflux pump mplx 0.1, CTSL1 counter 0, core dimer inh 4, PREPL inh -8, PP1 counter 1, ZTA DNA inh 1, TPT1 inhibitor 1 and PP5 inh 0.5.
For COc1ccc(-c2cccc(NS(=O)(=O)c3ccccc3[N+](=O)[O-])c2)nn1 the results were EBNA-1 inhibitor -2, Efflux pump mplx 0.0, CTSL1 counter -4, core dimer inh 6, PREPL inh 2, PP1 counter -3, ZTA DNA inh -3, TPT1 inhibitor -2 and PP5 inh -2.1.
`Cc1ccc(C)c(NC(=O)CCC(=O)N/N=C2/CC(=O)CC(C)(C)C2)c1` gave EBNA-1 inhibitor 1, Efflux pump mplx -0.3, CTSL1 counter -6, core dimer inh -2, PREPL inh -2, PP1 counter -1, ZTA DNA inh -7, TPT1 inhibitor -4 and PP5 inh 2.7.
Screening Cc1cc(NC(=O)CCCOc2ccc(Cl)cc2Cl)no1 returned EBNA-1 inhibitor 13, Efflux pump mplx 0.1, CTSL1 counter 0, core dimer inh 4, PREPL inh 8, PP1 counter 1, ZTA DNA inh 0, TPT1 inhibitor 0 and PP5 inh 1.0.
Screening Cc1cnc(CN(C)C(=O)CC2C(=O)NCCN2Cc2cccc(F)c2F)[nH]1 (stereo not given) returned EBNA-1 inhibitor 2, Efflux pump mplx -0.6, CTSL1 counter 3, core dimer inh -5, PREPL inh 0, PP1 counter -1, ZTA DNA inh -4, TPT1 inhibitor -2 and PP5 inh -1.4.
For C(=N\Nc1nc(-c2ccccc2)cs1)/c1cccnc1 the results were EBNA-1 inhibitor -8, Efflux pump mplx 0.1, CTSL1 counter 2, core dimer inh -6, PREPL inh 25, PP1 counter 2, ZTA DNA inh -7, TPT1 inhibitor -1 and PP5 inh 1.8.
COc1cc(/C=N/N2C(=O)C3C4C=CC(CC4)C3C2=O)ccc1O (stereo not given) was read as EBNA-1 inhibitor 16, Efflux pump mplx 0.0, CTSL1 counter -2, core dimer inh -4, PREPL inh 16, PP1 counter -3, ZTA DNA inh 10, TPT1 inhibitor -5 and PP5 inh -1.7.
For CN(Cc1nc(C(c2ccccc2)c2ccccc2)no1)CC1COCCO1 (stereo not given) the results were EBNA-1 inhibitor -3, Efflux pump mplx 0.0, CTSL1 counter 1, core dimer inh -3, PREPL inh 2, PP1 counter -7, ZTA DNA inh -35, TPT1 inhibitor -6 and PP5 inh -2.5.
For CCN(CC)c1ccc(C(=O)OCC(=O)Nc2cc3oc4ccccc4c3cc2OC)cc1 the results were EBNA-1 inhibitor -5, Efflux pump mplx 0.1, CTSL1 counter -11, core dimer inh 2, PREPL inh 9, PP1 counter -7, ZTA DNA inh 0, TPT1 inhibitor -2 and PP5 inh 4.0.
`CCOC(=O)CC(c1ccc(N)cc1)n1c(C)ccc1C` (stereo not given) gave EBNA-1 inhibitor -5, Efflux pump mplx 0.2, CTSL1 counter 2, core dimer inh 4, PREPL inh 11, PP1 counter 7, ZTA DNA inh 10, TPT1 inhibitor 4 and PP5 inh 1.8.
Screening CCCC(=O)NC(c1ccco1)c1cc([N+](=O)[O-])c2cccnc2c1O (stereo not given) returned EBNA-1 inhibitor 1, Efflux pump mplx -0.1, CTSL1 counter 6, core dimer inh -1, PREPL inh 6, PP1 counter 6, ZTA DNA inh -4, TPT1 inhibitor -1 and PP5 inh -0.7.
Screening N#Cc1ccsc1NC(=O)COC(=O)c1ccc(NC(N)=O)cc1 returned EBNA-1 inhibitor -12, Efflux pump mplx 0.1, CTSL1 counter 2, core dimer inh 6, PREPL inh -8, PP1 counter -5, ZTA DNA inh 5, TPT1 inhibitor 21 and PP5 inh -0.4.
For Cc1cccc(C(=O)NCC(=O)N2CCN(S(=O)(=O)c3ccc4c(c3)OCCO4)CC2)c1 the results were Efflux pump mplx -0.1, PREPL inh 10, PP1 counter -3, ZTA DNA inh -2 and PP5 inh 0.0.
Screening CCCn1c(C)cc(C(=O)CSc2nc3nc(C)cc(C)n3n2)c1C returned EBNA-1 inhibitor 5, Efflux pump mplx 0.0, CTSL1 counter 6, core dimer inh 5, PREPL inh 8, PP1 counter -1, ZTA DNA inh 0, TPT1 inhibitor -2 and PP5 inh 1.8.
`CCOC(=O)CNC(=S)N(CCCN1CCN(C)CC1)Cc1cccs1` gave EBNA-1 inhibitor -9, Efflux pump mplx 0.0, CTSL1 counter -5, core dimer inh -6, PREPL inh 14, PP1 counter -3, ZTA DNA inh 2, TPT1 inhibitor -1 and PP5 inh -1.0.
C/C(=N\NC(=O)c1ccc(Cn2cc(Br)cn2)o1)c1cccc(NC(=O)C(C)(C)C)c1 was read as EBNA-1 inhibitor -3, Efflux pump mplx -0.4, CTSL1 counter -3, core dimer inh 6, PREPL inh -9, PP1 counter 1, ZTA DNA inh 6, TPT1 inhibitor 2 and PP5 inh 1.6.
`c1cc2c3c(cccc3c1)C(N1CCOCC1)=N2` gave EBNA-1 inhibitor 2, Efflux pump mplx 0.0, CTSL1 counter 3, core dimer inh -1, PREPL inh 5, PP1 counter -5, ZTA DNA inh 13, TPT1 inhibitor -10 and PP5 inh -2.9.

Screens: PubChem BioAssay, several laboratories
